TEAD-YAP inh – TEAD-YAP interaction inhibition, primary screen, TEAD-YAP interaction inhibitor project, luminescence, HEK-TIYL cells; TEAD-Gal4/YAP UAS-luciferase luminescence; inhibition, % at 9.12 µM; actives 1.4% (n = 640,000); AID 1259422, 2018; in the data active = inhibition above about 32%;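 note: 0% = median of test compound wells and 100% = reference inhibitor wells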
GPR151 activ – activators of human GPR151, primary screen, cell-based, PathHunter beta-arrestin, luminescence; PathHunter beta-arrestin GPR151 cells; G-protein coupled receptor 151 (Homo sapiens), Q8TDV0; actives 1% (n = 650,000); activation, % at 11.2 µM; AID 1508602, 2020; in the data active = activation above about 4.9%;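 note: 0% = median of compound wells and 100% = cells with positive control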
Target sequence (Q8TDV0 whole entry, looked up): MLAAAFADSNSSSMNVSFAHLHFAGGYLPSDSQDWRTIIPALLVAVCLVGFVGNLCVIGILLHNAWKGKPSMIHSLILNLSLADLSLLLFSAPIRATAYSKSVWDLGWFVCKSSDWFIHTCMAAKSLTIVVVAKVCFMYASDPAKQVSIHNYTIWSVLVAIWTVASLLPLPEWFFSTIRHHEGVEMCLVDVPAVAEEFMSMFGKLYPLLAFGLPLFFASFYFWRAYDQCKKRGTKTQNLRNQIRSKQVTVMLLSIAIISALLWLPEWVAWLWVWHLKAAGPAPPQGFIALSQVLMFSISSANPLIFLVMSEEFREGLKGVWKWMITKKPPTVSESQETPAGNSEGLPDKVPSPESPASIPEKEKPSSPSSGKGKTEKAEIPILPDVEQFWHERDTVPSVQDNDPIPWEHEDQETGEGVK
MITF inh – MITF inhibitors, primary screen, biochemical, AlphaScreen, human | AlphaScreen MITF homodimerization, bead proximity signal | Microphthalmia-associated transcription factor (Homo sapiens), O75030 | actives 0.91% (n = 650,000) | inhibition, % at 2.6 µM | AID 1259374, 2018; in the data active = inhibition above about 50%;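 note: 0% = vehicle wells with protein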
Target sequence (O75030 whole entry, looked up): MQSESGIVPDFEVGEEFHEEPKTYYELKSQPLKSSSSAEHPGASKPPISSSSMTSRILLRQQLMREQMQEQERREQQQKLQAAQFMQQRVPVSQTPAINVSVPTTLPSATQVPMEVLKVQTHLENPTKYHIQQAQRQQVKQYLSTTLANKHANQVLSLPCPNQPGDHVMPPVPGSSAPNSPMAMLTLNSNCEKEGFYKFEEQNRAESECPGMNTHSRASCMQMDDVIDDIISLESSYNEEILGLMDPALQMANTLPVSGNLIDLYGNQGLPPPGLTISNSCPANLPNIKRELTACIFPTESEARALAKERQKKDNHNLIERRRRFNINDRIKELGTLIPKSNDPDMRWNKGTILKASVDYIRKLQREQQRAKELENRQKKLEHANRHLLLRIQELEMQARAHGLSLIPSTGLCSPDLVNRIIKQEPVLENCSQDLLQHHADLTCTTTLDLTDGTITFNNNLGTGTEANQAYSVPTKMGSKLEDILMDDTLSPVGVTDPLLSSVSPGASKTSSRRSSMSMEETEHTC
FBW7 activator – FBW7 E3 ligase activators, primary screen, biochemical, AlphaScreen, human; AID 1259310, 2017; normalized activity (activation), % at 26.1 µM; AlphaScreen FBW7–phospho-cyclin E peptide binding, activator screen; actives 0.13% (n = 650,000); in the data active = normalized activity above about 1.9%;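 note: purified mutant Fbw7 with reduced substrate affinity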
* marks the source's active call; other numbers are inactive results.

SMILES	TEAD-YAP inh	GPR151 activ	MITF inh	FBW7 activator
O=C(CNS(=O)(=O)c1ccc(Br)cc1)Nc1cccc(F)c1	-0.8	0.7	11.7	0.1
c1ccc(C2=NN3C(C2)c2ccccc2OC32CCCC2)cc1 (centres undefined)	-43.8	0.3	2.4	-0.1
CC1CCN(C(=O)Cn2ncn3c(cc4sccc43)c2=O)CC1	-6.4	-0.4	6.7	0.2
CCn1ccnc1CN1CCN(Cc2ccc(OC)cc2F)C(CCO)C1 (centres undefined)	-0.8	-0.3	-13.1	0.0
CCOCCCN(C(=O)C(F)(F)F)C(C(=O)NC1CCCCC1)c1cccs1 (centres undefined)	-2.3	-0.6	5.9	0.2
O=C(CC1C(=O)N(c2ccc(F)cc2)C(=O)N1Cc1ccccn1)Nc1ccccc1 (centres undefined)	19.0	3.4	4.0	-0.1
COc1ccc(N(CC(=O)N2CCOCC2)S(=O)(=O)c2ccc(C)c([N+](=O)[O-])c2)cc1	-5.6	0.7	-15.9	0.0
CCOC(=O)CC(=O)c1sc2c(c1N)c(=O)[nH]c(=O)n2Cc1ccc(OC)cc1	3.6	3.0	-2.3	0.2
CC1=C(C(=O)Nc2ccccc2)C(c2ccccc2Cl)C(C#N)=C(SCC(=O)c2cccs2)N1 (centres undefined)	-7.5	0.4	3.8	-0.1
O=C(Nc1ccc(F)cc1)C1(c2ccccc2)CC1(Cl)Cl (centres undefined)	6.4	-0.3	-17.7	-0.1
CSc1cccc(CN[C@H]2C[C@H]3C(=O)N[C@@H](CO)C(=O)N3C2)c1	6.9	-0.5	11.2	0.7
O=C(O)CNC(=O)/C=C/c1ccc([N+](=O)[O-])cc1	2.8	-0.1	18.0	0.1
COC(=O)Cn1nc2c3c(cccc31)C(=O)c1ccccc1-2	-7.3	-0.3	3.5	-0.1
CCN(CC)CCCN(Cc1ccco1)C(=S)Nc1cccc(OC)c1	5.0	-2.3	5.2	1.0
O=C(NCCn1nc(-c2ccco2)ccc1=O)C1(c2ccccc2)CCCC1	2.5	0.7	5.4	-0.1
Cc1ccc(C)c(N=C2NC(=O)/C(=C/c3ccc(F)cc3)S2)c1	9.4	0.8	-6.0	-0.1
CCc1cccc2sc(N(CCN3CCOCC3)C(=O)c3ccn(CC)n3)nc12	-1.6	0.4	11.5	-0.4
CN1C(=O)CC(C(=O)O)SC1=Nc1ccc(Cl)cc1 (centres undefined)	-5.5	0.2	15.9	0.6
O=C(CNCc1ccco1)NCC1CCCCC1	-5.0	-0.7	47.8	0.0
CCn1c(-c2ccc(Cl)cc2)csc1=Nc1ccc(-c2nnc3n2CCCCC3)cc1	-21.6	1.0	13.8	0.6
COc1ccc(/C=C2\SC(N)=NC2=O)cc1OCc1ccc(F)cc1	7.6	0.2	16.1	0.0
Cc1ccc(NC(=O)C(C)Oc2ccc(Cl)cc2C)c(Br)c1 (centres undefined)	5.2	2.2	-5.9	0.1
C/C(CC(=O)NC12CC3CC(CC(C3)C1)C2)=N\NC(=O)c1ccco1	-66.3	-2.3	-18.5	0.1
O=C(CSc1ccc(-c2ccc3c(c2)OCO3)nn1)Nc1cccc(F)c1	-17.2	-1.2	5.9	0.0
O=C(NCCOc1ccc(Cl)cc1)c1ccc2ccccc2n1	4.5	1.9	-3.8	0.2
CC(NC(=O)C(Cc1ccccc1)NC(=O)c1ccccc1)C(=O)O (centres undefined)	0.3	-0.8	16.6	0.2
C=CCNC(=O)c1cc(S(=O)(=O)N2CCC(C)CC2)ccc1F	0.1	-1.2	-0.4	0.2
NCCNCCOc1ccc(OCc2ccccc2)cc1	-21.4	-0.5	10.0	-0.1
O=C(c1ccccc1)N1CCN(S(=O)(=O)N2CCCCC2)CC1	4.7	-0.8	-3.7	-0.1
NS(=O)(=O)c1ccc(NC(=S)NNC(=O)Cc2c(F)cccc2Cl)cc1	-9.1	3.4	4.5	0.0

Reprinted from the part before: 2 entries, then new ones.
SMILES	TEAD-YAP inh	GPR151 activ	MITF inh	FBW7 activator
O=C(c1ccccc1)N1CCN(S(=O)(=O)N2CCCCC2)CC1	4.7	-0.8	-3.7	-0.1
NS(=O)(=O)c1ccc(NC(=S)NNC(=O)Cc2c(F)cccc2Cl)cc1	-9.1	3.4	4.5	0.0
O=C(NC(=S)NNS(=O)(=O)c1ccc(Cl)cc1)c1cc2ccccc2oc1=O	6.3	-0.3	-3.2	-0.2
CCOC(=O)N1CCC(Nc2c([N+](=O)[O-])cc(C(=O)O)cc2[N+](=O)[O-])CC1	2.6	-1.2	-1.5	0.0
O=Cc1ccc(-c2cc(Nc3ccc4c(c3)OCCO4)ncn2)cc1	-18.2	0.2	-0.4	0.0
COc1cccc(OCc2nnc(SCc3ccc([N+](=O)[O-])cc3)n2C)c1	0.3	-0.3	1.9	-0.1
CCN(CC)C(=O)c1ccc(SCc2cccnc2)c([N+](=O)[O-])c1	-3.5	2.4	9.2	0.1
O=C(Cn1cnc2ccc(Br)cc2c1=O)OCc1ccccc1	10.3	0.0	-2.0	0.0
CCn1nnc2c(N3CCN(c4ccc(OC)cc4)CC3)ncnc21	2.3	0.6	13.7	0.0
CC[C@H](C)[C@H](NC(N)=O)C(=O)NCCCc1ccccc1	1.3	-0.1	-7.7	0.1
CCCCNC(=S)N(C)/N=C/c1cc(OC)c(OC)cc1OC	-2.1	0.1	-0.6	0.0
CCc1c(C)nc2ncnn2c1NCc1ccccc1	11.5	-0.7	8.3	-0.3

A run of entries from further up, as a working copy:
SMILES	TEAD-YAP inh	GPR151 activ	MITF inh	FBW7 activator
O=C(CSc1ccc(-c2ccc3c(c2)OCO3)nn1)Nc1cccc(F)c1	-17.2	-1.2	5.9	0.0
O=C(NCCOc1ccc(Cl)cc1)c1ccc2ccccc2n1	4.5	1.9	-3.8	0.2
CC(NC(=O)C(Cc1ccccc1)NC(=O)c1ccccc1)C(=O)O (centres undefined)	0.3	-0.8	16.6	0.2
C=CCNC(=O)c1cc(S(=O)(=O)N2CCC(C)CC2)ccc1F	0.1	-1.2	-0.4	0.2
NCCNCCOc1ccc(OCc2ccccc2)cc1	-21.4	-0.5	10.0	-0.1
O=C(c1ccccc1)N1CCN(S(=O)(=O)N2CCCCC2)CC1	4.7	-0.8	-3.7	-0.1
NS(=O)(=O)c1ccc(NC(=S)NNC(=O)Cc2c(F)cccc2Cl)cc1	-9.1	3.4	4.5	0.0
O=C(NC(=S)NNS(=O)(=O)c1ccc(Cl)cc1)c1cc2ccccc2oc1=O	6.3	-0.3	-3.2	-0.2
CCOC(=O)N1CCC(Nc2c([N+](=O)[O-])cc(C(=O)O)cc2[N+](=O)[O-])CC1	2.6	-1.2	-1.5	0.0
O=Cc1ccc(-c2cc(Nc3ccc4c(c3)OCCO4)ncn2)cc1	-18.2	0.2	-0.4	0.0
COc1cccc(OCc2nnc(SCc3ccc([N+](=O)[O-])cc3)n2C)c1	0.3	-0.3	1.9	-0.1
CCN(CC)C(=O)c1ccc(SCc2cccnc2)c([N+](=O)[O-])c1	-3.5	2.4	9.2	0.1
O=C(Cn1cnc2ccc(Br)cc2c1=O)OCc1ccccc1	10.3	0.0	-2.0	0.0
CCn1nnc2c(N3CCN(c4ccc(OC)cc4)CC3)ncnc21	2.3	0.6	13.7	0.0
CC[C@H](C)[C@H](NC(N)=O)C(=O)NCCCc1ccccc1	1.3	-0.1	-7.7	0.1
CCCCNC(=S)N(C)/N=C/c1cc(OC)c(OC)cc1OC	-2.1	0.1	-0.6	0.0
CCc1c(C)nc2ncnn2c1NCc1ccccc1	11.5	-0.7	8.3	-0.3

Next structures follow:
SMILES	TEAD-YAP inh	GPR151 activ	MITF inh	FBW7 activator
Cc1cc(NC(=O)COc2cc(C)c(Cl)c(C)c2)no1	1.4	-0.4	1.5	0.1
COc1ccc(OC)c(N(CC(=O)N2CCC(Cc3ccccc3)CC2)S(C)(=O)=O)c1	-3.4	0.8	-4.1	-0.2
O=C(Cc1ccccc1)Nc1cc(Br)c(O)c(Br)c1	-1.1	-2.0	9.1	0.3
O=C(NCc1ccccn1)c1nnc(Cc2ccccc2Cl)o1	1.4	1.6	-1.9	-0.1
CCOC(CNC(=O)CCNC(=O)c1ccc(Br)o1)OCC	6.4	-0.7	3.4	0.0
COc1ccc(/C=N/c2nc(-c3ccccc3)c(C)s2)cc1	3.6	-0.9	-10.5	-0.1
CCOC(=O)C1=C(N)N2C(=O)C(C)SC2=C(C(=O)OCC)C1c1ccccc1F (centres undefined)	-0.9	-1.5	1.6	0.0
CC1CCN(S(=O)(=O)c2ccc(N3C(=O)CCC3=O)cc2)CC1	5.4	0.6	6.3	-0.1
Cc1ccc(C(c2cc(C(C)(C)C)c(O)c(C(C)(C)C)c2)c2ccc(C)s2)s1	-2.3	0.4	9.5	0.0
Cc1ccc(-n2nc3c(c2NC(=O)c2cccc4ccccc24)CS(=O)(=O)C3)cc1	-3.1	-1.0	13.8	0.1
CC12CC3CC(C)(C1)CC(C(=O)NCc1ccco1)(C3)C2	-1.1	-1.5	-13.3	-0.1
COc1ccc(CCNc2nc(Nc3ccc(C(F)(F)F)cc3)nc3c2ncn3C(C)C)cc1	8.8	0.1	-6.6	0.0
CCc1ccc(NC(=O)Cn2c(=O)oc3cc(Br)ccc32)cc1	3.2	-1.6	-4.8	0.0
NC(=O)Cn1c(=O)n(-c2ccccc2)c(=O)c2ccc(C(=O)NCc3ccco3)cc21	-2.3	1.6	0.2	0.2
COc1ccc(CNC(=O)c2cn(CC(C)C)c(=O)c3c2c2ccccc2n3C)cc1	7.8	-1.0	-3.2	0.2
CC1=CC2=NC(=O)/C(=C\c3cccn3CCCOc3cc(C)cc(C)c3)C(=N)N2O1	-7.2	2.6	5.2	-0.1
COc1ccccc1C(=O)Nc1nnc(S(=O)(=O)N2CCC(C)CC2)s1	-23.0	0.5	-18.0	-0.1
N#Cc1sc2nc(C3CC3)cc(-c3ccccc3)c2c1N	2.7	-0.1	-13.6	0.3
COc1ccc(C(c2nnnn2Cc2ccco2)N2CCN(Cc3ccccc3)CC2)cc1 (centres undefined)	-11.6	-0.9	2.7	-0.2
CCOC(=O)c1ccc(-n2c(C)cc(/C=C(/C#N)C(=O)N3CCOCC3)c2C)cc1	-11.0	-0.2	20.3	0.7
CC(C)/C=C/CN1CCC2(CCC(CNC(=O)c3ccccc3)O2)CC1 (centres undefined)	-5.1	0.3	-8.7	0.1
O=C(Nc1ccc(Cl)cc1)/C(=C\c1ccc2c(c1)OCO2)NC(=O)c1ccccc1Cl	1.8	-0.2	-9.4	-0.2
O=C(O)c1cccc(N2C(=O)CSC2c2ccc(Cl)c(Cl)c2)c1 (centres undefined)	-16.8	1.1	0.3	-0.9
N#CCSc1nc2cc(C(=O)NCCC3=CCCCC3)ccc2c(=O)n1C1CCCCC1	3.2	-0.6	4.1	0.1
NC(=O)c1ccc(C(=O)N(C2CCCCC2)C2CCCCC2)cc1	-8.1	-0.6	0.3	-0.1
CC(=O)Nc1ncc(S(C)(=O)=O)c(-c2ccc(C(F)(F)F)cc2)n1	-1.2	2.8	4.7	0.0
COc1ccc(NS(=O)(=O)c2ccc(NC(=O)c3ccccc3Cl)cc2)cc1	20.2	3.2	0.7	0.1
O=C1CSC(c2cccc(C(F)(F)F)c2)N1c1ccc(F)c(Cl)c1 (centres undefined)	-6.3	-1.5	23.3	0.2
O=C(NCCc1ccccc1)c1ccc(CNC(=O)c2ccc3c(c2)OCO3)cc1	-7.4	0.6	1.9	-0.3
CCOC(=O)C1(CC2CCCCO2)CCN(C(=O)Nc2ccccc2)CC1 (centres undefined)	-16.9	-1.1	-4.7	-0.1
Cc1ccc2oc(-c3ccc(NC(=O)c4ccc(C)c([N+](=O)[O-])c4)cc3)nc2c1	3.4	-1.1	9.1	0.1
Cc1cccc(Oc2nc3ccccn3c(=O)c2/C=C(\C#N)C(=O)NC2CCCC2)c1C	-3.1	-1.3	2.1	0.7
O=C(CCNC(=O)c1ccc(Br)o1)NC1CCCC1	0.2	1.2	10.7	0.0
CCCCN(CC)CCCNC(=O)c1cn(CC(C)C)c(=O)c2c1c1ccccc1n2C	-6.5	-0.5	-11.3	0.4
CC(=O)c1ccc(NC(=O)CSC2=C(C#N)C(c3cccs3)C3=C(CCCC3=O)N2)cc1 (centres undefined)	-0.7	-1.4	-0.1	-0.1
Cc1cccc(C(=O)N/N=C/c2cccc(O)c2)c1	10.1	-1.9	-10.9	0.0
COc1cccc(OC)c1C(=O)Nc1cccc(C(=O)Nc2ccccc2C(=O)O)c1	2.7	-2.5	14.9	0.0
CCCn1cc(SCC(N)=O)c2ccccc21	6.8	0.3	-2.8	0.1
